# Rtt109 Vps75: C. albicans Rtt109 histone acetyltransferase inhibition; Q5AAJ8; purified Rtt109/Vps75, ThioGlo CoA-SH fluorescence, 4 h; inhibition, % at 34.9 µM; 330,000 compounds, 0.16% hits;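 active = inhibition of at least 50% in every replicate; inconclusive = best replicate reaches 50% inhibition but some replicates fall short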
# dFosB activator: mouse delta FosB homodimer activation. AID 493131. purified delta FosB, TAMRA-CDK5 oligo fluorescence polarization; percent of positive-control signal above neutral wells. 340,000 compounds, 0.99% hits. activation, % at 25 µM. P13346;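 active = mean activation above about 17%, with every replicate also reaching it, limit read from the data, passing the limit was not always enough; inconclusive = only one of the two conditions met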;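 note: fluorescence polarization rise as delta FosB binds a TAMRA Cdk5 AP-1 oligo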
# Target sequence (P13346 whole entry, looked up): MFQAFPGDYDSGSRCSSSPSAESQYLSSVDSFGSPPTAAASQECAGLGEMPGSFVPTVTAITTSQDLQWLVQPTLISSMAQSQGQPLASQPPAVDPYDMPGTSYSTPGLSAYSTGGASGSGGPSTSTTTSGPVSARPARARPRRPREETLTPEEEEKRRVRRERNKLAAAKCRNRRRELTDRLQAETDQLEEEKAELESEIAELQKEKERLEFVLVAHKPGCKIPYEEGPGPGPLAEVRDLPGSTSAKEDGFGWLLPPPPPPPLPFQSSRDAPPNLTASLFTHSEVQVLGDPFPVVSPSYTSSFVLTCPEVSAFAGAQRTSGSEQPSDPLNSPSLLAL
# PfHsp90 yeast 2: reduces growth (ATP signal) of yeast expressing P. falciparum Hsp90. S. cerevisiae expressing PfHsp90, BacTiter-Glo ATP, 48 h; yeast lacking PDR1 and PDR3 efflux regulators. inhibition, % at 9.4 µM. 310,000 compounds, 0.32% hits. AID 504621;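 active = every replicate shows inhibition above about 80%, whatever the replicate mean, limit read from the data; inconclusive = mean inhibition reaches the set limit but some replicate falls short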;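 note: 0% = DMSO neutral controls and 100% = 20 µM radicicol positive controls; yeast relying on Plasmodium falciparum Hsp90 in place of its own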
# MITF TRPM1 HTS: increases MITF-driven TRPM1 promoter luciferase signal; 300,000 compounds, 0.75% hits; SK-MEL-5 TRPM1-promoter luciferase, 24 h; % of positive control, neutral wells = 0; activation, % at 12.5 µM; AID 588334;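 active = mean activation of at least 80% with every replicate also reaching 80%; inconclusive = mean reaches 80% but some replicate falls short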;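 note: 0% = neutral control wells and 100% = parthenolide positive control wells; values of inactives mirror those of a sister screen read the other way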
# CAL PDZ FP-1: inhibitors of human CAL PDZ peptide binding. Q9HD26. purified CAL PDZ, TMR-peptide fluorescence polarization, 1 h. inhibition, % at 24.9 µM. 300,000 compounds, 0.92% hits. AID 602252;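 active = mean inhibition of at least 30% with at least half of replicates also reaching 30%; inconclusive = no clear call, values can overlap the other calls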;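 note: 0% = DMSO neutral control and 100% = excess unlabeled competitor peptide PRC23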
# SR-BI HDL uptake: inhibitors of mouse SR-BI mediated HDL lipid uptake; Q61009; ldlA[mSR-BI] CHO cells, DiI-HDL uptake fluorescence, 3 h; inhibition, % at 12.5 µM; 320,000 compounds, 0.96% hits; AID 488896;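 active = mean replicate inhibition of at least 70% and a set share of replicates each scoring 70 or more; inconclusive = meets just one of the two criteria; inactive = fails both criteria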;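 note: 0% = median of neutral control wells and 100% = median of positive control wells; values of inactives mirror those of a sister screen read the other way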
# Target sequence (Q61009 whole entry, looked up): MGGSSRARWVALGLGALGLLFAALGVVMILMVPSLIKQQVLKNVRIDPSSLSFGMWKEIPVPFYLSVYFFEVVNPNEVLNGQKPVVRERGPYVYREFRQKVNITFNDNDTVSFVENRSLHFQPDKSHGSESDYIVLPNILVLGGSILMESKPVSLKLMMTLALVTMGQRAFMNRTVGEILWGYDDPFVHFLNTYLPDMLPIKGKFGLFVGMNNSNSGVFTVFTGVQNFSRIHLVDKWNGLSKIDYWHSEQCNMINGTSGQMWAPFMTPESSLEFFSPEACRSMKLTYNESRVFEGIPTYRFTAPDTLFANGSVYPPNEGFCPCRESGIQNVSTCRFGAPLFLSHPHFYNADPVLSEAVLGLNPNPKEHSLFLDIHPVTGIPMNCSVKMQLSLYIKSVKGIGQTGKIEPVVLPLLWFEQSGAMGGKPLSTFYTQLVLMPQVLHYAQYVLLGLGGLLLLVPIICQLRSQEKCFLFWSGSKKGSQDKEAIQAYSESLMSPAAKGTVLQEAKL
# NSD2 HMT inh: inhibitors of human histone methyltransferase NSD2; O96028; NSD2 peptide methylation, AlphaScreen, 120 min; inhibition, % at 12.5 µM; 310,000 compounds, 0.54% hits; in the data active = inhibition above about 50%
# PvdQ inh: P. aeruginosa PvdQ acylase inhibition; purified PvdQ acylase, fluorescence plate reader; inhibition, % at 10 µM; 340,000 compounds, 0.063% hits; AID 488965; in the data active = inhibition above about 30%, passing the limit was not always enough; inconclusive = no clear call, values can overlap the other calls;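 note: 0% = vehicle neutral wells and 100% = reference inhibitor wells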
# SR-BI DiI-HDL act: enhances SR-BI lipid uptake from DiI-HDL; CHO ldlA[mSR-BI] cells, DiI-HDL uptake fluorescence, 3 h; 100 = double the neutral-control signal; activation, % at 12.5 µM; 320,000 compounds, 0.096% hits; AID 504775;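 active = mean replicate activation of at least 60% and every replicate at or above 60%; inconclusive = mean or all-replicate condition met, but not both; inactive = mean below 60% and not all replicates reaching 60%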;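 note: 0% = median plate neutral-control signal and 100% = twice that signal; values of inactives mirror those of a sister screen read the other way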
#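 Material: SR-BI-overexpressing, LDLR-lacking CHO cells; schedule: compound exposure 3 h, 37 °C; reagent: DiI-labelled HDL at 10 µg/mL final; technique: bottom-read fluorescence, 550/595 nm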
# CAL PDZ FP-2: blocks peptide binding to human CAL PDZ domain. Q9HD26. purified CAL PDZ, TMR-peptide fluorescence polarization, 1 h. 330,000 compounds, 0.02% hits. AID 504414. inhibition, % at 20 µM;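 active = highest replicate inhibition of at least 40%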;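 note: plate controls were DMSO neutral control wells for no effect and unlabeled competitor peptide control wells for full effect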
#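 Control set: unlabelled peptide and DMSO controls / Material: purified CerCALP PDZ construct / Timing: 1 h incubation at room temperature before polarization reading / Doses: 20 µM, one dose / Detection: fluorescence polarization (mP)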
# * marks the source's active call; other numbers are inactive results; u = inconclusive; x = not tested or not shown; & = joins results of further samples.
# Value order: PvdQ inh, CAL PDZ FP-2, SR-BI DiI-HDL act, SR-BI HDL uptake, MITF TRPM1 HTS, CAL PDZ FP-1, Rtt109 Vps75, PfHsp90 yeast 2, NSD2 HMT inh, dFosB activator
> CC(C)N1C(=O)NC(=O)C2(Cc3cc([N+](=O)[O-])ccc3N(C)C2c2ccccc2)C1=O (centres undefined)
    -3, -1.1, -3, 3, -3, 12, 28, -3, 19, -7
> COc1cc(/C=C/c2nc3ccccc3c(=O)n2-c2cccc(O)c2)ccc1O
    9, -0.4, -55, 55, 4, -3, -3, -24, -1, -1
> FC(F)(F)c1cccc(NC2=NCCCS2)c1
    4, 1.1, -10, 10, x, -1, -3, 4, -1, -1
> Cc1nn(CC(C)C)c(Cl)c1C(=O)O
    -12, -0.8, 30, -30, 9, 4, -3, 19, 6, -1
> CC(C)c1ccc(NC(=O)CCNC(=O)N2C[C@H]3C[C@@H](C2)c2cccc(=O)n2C3)cc1
    -6, -0.3, 5, -5, -9, 2, 11, 0, x, -10
> N=C1c2ccccc2CN1NC(=O)c1ccccc1
    0, -1.7, 33, -33, -9, -4, 51*, -1, -1, -2
> O=C(Cc1ccc(N(CCCl)CCCl)cc1)NC(Cc1ccc(Cl)cc1)C(=O)O (centres undefined)
    -18, -1.4, 3, -3, -6, x, 11, -20, 8, -4
> Cc1cccc(C)c1N1CCN(c2c(C)cccc2C)CC1
    -7, -1.9, -24, 24, x, -4, 5, 12, -3, 0
> O=[N+]([O-])c1ccc(N2CCNCC2)cc1Sc1ccccn1
    5, -0.2, -18, 18, -4, -1, 22, 0, 1, -1
> CC(C)CC12CN3CCN(CC(C3)C1O)C2 (centres undefined)
    1, -1.7, 29, -9, x, 0, 2, 11, -1, -4
> COc1ccc(Cn2c(N)c(C(=O)NCc3ccco3)c3nc4ccccc4nc32)cc1OC
    -23, -0.9, 13, -13, -13, -4, 1, -52, -9, -2
> CCN(CC)CCCNC(=O)c1c(O)c2ccccc2n(Cc2ccccc2)c1=O
    -2, -0.6, -5, 5, 4, -5, -9, 23, 18, -7
> COC(=O)C1=C(c2ccc(OC(F)(F)F)cc2)C[C@@H]2CC[C@H]1N2C(=O)NC1Cc2ccccc2C1
    -5, 0.8, 21, -21, 1, 1, -1, 13, x, -15
> NCCc1nc2ccccc2s1
    -14, -0.6, 3, -3, -1, -9, 6, -32, -2, -3
> CCOc1cccc(N2C(=O)CC(=O)NC2=O)c1
    -1, -3.2, 9, -9, 7, -7, 20, 13, -1, 1
> CCN(CC)S(=O)(=O)c1ccc(NN=C(C#N)C#N)cc1
    10, -3.0, -71, u, 8, 0, 7, -5, 5, -4
> CC(C)c1onc(C(=O)N2CCC3(CC2)OCCO3)c1[N+](=O)[O-]
    1, 1.6, 17, -17, -2, x, -7, 21, 1, -2
> CCOP(=S)(OCC)SCC(=O)NC(C(=O)O)C(C)C (centres undefined)
    -15, 0.1, -9, 9, 3, 2, 2, 55, -3, 3
> O=c1[nH]c(=O)n(CCC2=CCCCC2)c(O)c1C=NCc1cccnc1
    -2, -0.4, 1, -1, -5, -1, -4, -6, 1, -4
> COc1ccc(C2SCC(=O)Nc3c2c(C)nn3-c2ccccc2)cc1OC (centres undefined)
    -9, 0.0, -2, 2, x, 2, 7, 16, -1, -6
> CC(=Nc1c(C)n(C)n(-c2ccccc2)c1=O)c1c(O)n(Cc2ccccc2)c(=O)[nH]c1=O
    7, -0.2, -4, 4, -12, 0, 1, -5, 1, 3
> C#CCNc1ccncc1S(=O)(=O)NC(=O)NC(C)C
    -3, -1.2, 5, -5, 2, -2, 6, -6, 2, -2
> CCN(CC)P(=O)(NC(=O)C(Cl)(Cl)Cl)N(CC)CC.[Cl-].[Cl-].[Cl-].[Nd+3]
    -14&3, -0.2&0.3, 29&-8, -29&8, -5, -3&1, -1&2, -4&9, 21&16, 41*
> O=c1c2ccccc2nc(-c2ccco2)n1-c1ccncc1
    -2, 0.5, -34, 34, -4, -10, 0, -7, 1, 4
> NC(N)=N/N=C/c1ccc(N(c2ccccc2)c2ccccc2)cc1
    -14, 2.8, -22, 22, -101, -6, -1, 24, -56, -113
> O=C1C2CCCN2C(c2ccncc2)N1c1ccc(Cl)c(Cl)c1 (centres undefined)
    0, -0.2, 12, -12, 1, 2, 3, 19, -4, -5
> CCCCCn1c(=O)c(C(=O)NC(C)c2ccccc2)c(O)c2ccccc21 (centres undefined)
    7, x, -31, 31, -5, -2, -6, 4, -20, 0
> CC1CCC(N2CCN(C(=O)COc3ccccc3)CC2)CC1 (centres undefined)
    2, -1.8, 16, -16, 0, -2, 9, 4, -2, 1
> Cc1ccc(-c2nc3ccccc3c(=O)n2-c2ccc(O)cc2)cc1
    -4, -0.1, -39, 39, 0, -7, 8, -11, 0, -17
> COc1cc(OC)c2c(c1)O[C@@H](c1ccc(OC)c(OC)c1)[C@H](O)C2
    6, -0.5, -4, 4, x, -8, -6, 7, 4, 2
> Cc1cc(OCC(=O)NCc2ccncc2)c2c3c(c(=O)oc2c1)CCCC3
    -7, -1.9, -2, 2, -5, -1, -2, 9, -1, -32
> CCC1C(c2ccccc2)NC(c2ccccc2)CC1(O)c1ccc(F)cc1 (centres undefined)
    -12, 0.5, 11, -11, 8, -4, 2, -35, -1, 5
> COc1ccc(CCNCc2ccccc2)cc1
    -11, -1.1, -6, 6, -7, 10, -2, -63, 11, 2
> CC(C)c1ccc(N2C(=O)NC(=O)/C(=C/c3cnc(-c4ccccc4)nc3)C2=O)cc1
    6, -1.0, 31, -31, 2, -2, 7, 17, 19, -10
> C[C@]12CCC3C(CC[C@H]4C[C@H](N)CC[C@]34C)C1CC[C@H]2O (some centres undefined)
    22, x, 4, -4, 16, -7, 1, 13, 0, 4
> CCC(=Nc1ccc2c(c1)CCC2)c1c(O)n(-c2ccc(OC)cc2)c(=O)[nH]c1=O
    5, -0.9, -3, 3, -8, -2, 3, 10, 33, -6
> O=C(c1ccc(Cl)cc1)C1CCCN(C2CCSCC2)C1 (centres undefined)
    -10, -1.4, 7, -7, 10, 4, 0, 13, 2, 0
> COc1ccc(S(=O)(=O)N2CCOCC2)cc1NC(=O)COC(=O)Cc1ccccc1
    -1, -0.4, 18, -18, -5, -3, -7, -8, 13, -7
> COc1ccc(CCC(=O)NCCc2cnc[nH]2)cc1
    -13, -2.0, 41, -41, -1, -7, -1, -8, -1, 5
> COc1cccc(N2C(=O)NC(=O)/C(=C\c3cn(C)c4ccccc34)C2=O)c1
    -14, -0.3, 0, 0, -6, -2, -3, 2, 1, -14
> COc1ccc2[nH]cc(CCN(C)C)c2c1
    7, 1.2, 6, -6, -3, -1, 12, -1, x, 7
> O=C(O)C(Cc1cnc[nH]1)NS(=O)(=O)c1ccc(Br)cc1 (centres undefined)
    4, 0.2, 13, -13, 5, -3, -5, 11, 27, 1
> N#CC1c2ccccc2-n2nncc2CN1S(=O)(=O)c1ccc(Cl)cc1 (centres undefined)
    1, 2.2, 33, -33, 3, -3, -4, -7, x, -3
> O=C1NC(=S)N(c2ccc(F)cc2)C(=O)/C1=C\c1ccoc1
    0, 2.1, 8, -8, -11, -5, 4, -23, x, -6
> COc1ccccc1OCC(=O)N1CCN(Cc2ccc3c(c2)OCO3)CC1
    -11, -0.6, 9, -9, -13, 1, -6, 27, -4, 1
> COP(=O)(Cc1ccc(C#N)o1)OC
    -13, -0.3, 4, -4, 0, -7, 1, 3, 0, 4
> OC(c1ccncc1)(c1ccc(F)cc1)c1ccc(F)cc1
    -12, 1.9, 2, -2, 2, -1, 15, 0, 1, -4
> CCCCn1c(=O)c(C(=O)Nc2ccccc2)c(O)c2ccccc21
    -6, -1.1, -49, 49, -17, 1, -18, x, -3, -9
> C=CCn1c(O)c(/C=C/C=Nc2ccccc2)c(=O)[nH]c1=O
    0, -0.3, 18, -18, 4, -2, -3, 3, -2, -4
> CC/C(=N\Nc1cccc2ccccc12)c1c(O)[nH]c(=O)[nH]c1=O
    -12, -0.9, 13, -13, -3, -5, 9, 3, 3, -14
> O=C(c1ccccc1[N+](=O)[O-])N1CCC2(CC1)OCCO2
    9, -0.8, 8, -8, -7, 5, x, -5, -5, -3
> CCOc1cc(C2C(C#N)=C(N)Oc3c2c(=O)oc2ccccc32)ccc1OC(=O)c1cccs1 (centres undefined)
    -13, 0.9, 12, -12, 8, -6, -4, -24, 6, -4
> CCN1CCN(Cc2ccc(C)cc2)CC1
    -14, -0.4, 9, -9, x, 0, -5, -5, 3, 4
> C[C@]12CCC3C(CC[C@H]4C[C@@H](O)CC[C@]34C)C1C/C(=N/O)[C@@H]2O (some centres undefined)
    1, -1.7, -7, 7, -4, 7, -8, -35, 6, -10
> Cc1ccn2nc(S(=O)(=O)Nc3c(F)cccc3F)nc2n1
    -6, 0.5, -18, 18, -4, -2, -5, -9, 6, -7
> OC(Cn1c2ccccc2c2ccccc21)C[n+]1ccccc1 (centres undefined)
    -4, -1.6, 18, -18, x, 1, x, x, 4, 20*
> COc1ccc(NP2(=O)NCCCN2)cc1
    -15, -0.4, -1, 1, -4, -1, 2, -1, -1, 2
> CCOC(=O)C1=C(N)Oc2cc(C)oc(=O)c2C12C(=O)N1c3c(cccc32)C(C)=CC1(C)C (centres undefined)
    -7, -2.6, 5, -5, -7, 0, 4, -8, 2, -18
> COc1cccc(-c2nc3ccc(N4CCN(C)CC4)cc3[nH]2)c1
    -4, 1.8, -9, 9, -17, 2, -5, 12, -7, -4
> Cc1nn(Cc2ccc(Cl)cc2Cl)c(Cl)c1C(=O)Nc1ccc(OC(F)F)cc1
    -7, 0.5, -72, u, -3, -2, -5, 0, -1, 12
> CC(C)CCN1CCN(Cc2c(F)cccc2Cl)CC1CCO (centres undefined)
    -7, -3.9, 28, -28, -10, 1, -10, 14, 2, 2
> CC(=NCc1ccc2c(c1)OCO2)c1c(O)n(-c2ccccc2)c(=O)[nH]c1=O
    -4, -0.5, 9, -9, 18, -7, -11, 4, -1, -11
> COC(=O)NC(=C(Cl)Cl)P(=O)(c1ccccc1)c1ccccc1
    -10, -3.8, 11, -11, x, -2, -8, 21, -4, -5

# Compound activity from PubChem BioAssay.

# A portion of the library; rates above refer to the full screens.
